Compound activity (PubChem BioAssay)
M17LAP inhibition: P. falciparum M17LAP inhibitors, primary screen, biochemical, fluorogenic H-Leu-NHMec substrate, 1536-well (AID 1619) | Leucine aminopeptidase (Plasmodium falciparum (isolate 3D7)) | recombinant M17LAP, H-Leu-NHMec fluorogenic kinetic assay; higher % means a stronger effect | inhibition, % at 30 µM; hits with a dose series show IC50 in µM | actives 0.38% (n = 220,000);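 active = compound inhibiting the enzyme by more than half at any dose during confirmatory dose-response retesting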;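 note: plate controls were full reaction with DMSO carrier for no effect and no enzyme background for full effect; strong numbers were not always called active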
b-catenin transl: modulators of beta-catenin nuclear translocation, primary screen, imaging, HeLa cells, immunofluorescence, high-content; nuclear translocation activity, % at 5 µM; actives 0.3% (n = 190,000); AID 1665, 2009;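 active = nuclear translocation activity above 50% at 5 µM, with a well cell count of 50 or more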;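 note: per-cell ratio of nuclear to cytoplasmic median beta-catenin stain intensity; plate controls were DMSO negative control for no effect and GSK-3 inhibitor IX positive control for full effect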
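Test system: human HeLa cell line; Doses: 5 µM primary, 0.02–20 µM confirmation; Incubation: 24 h compound exposure, 37°C; Detection: beta-catenin immunofluorescence imaging with DAPI; Read-out: beta-catenin nuclear/cytoplasmic ratio, % activation.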
Ins promoter up: insulin promoter activators in MIN6 cells, imaging, high-content screening, mouse beta cells; z-score at 5 µM; actives 0.3% (n = 190,000); MIN6 insulin promoter-GFP reporter; hits give high values;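 active = z-score above 3 at 5 µM with at least 500 cells counted in the well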
Autophagy mod: autophagy modulators in MEF cells, primary screen, imaging, high-content, MEF GFP-LC3; calls only at 10 µM (by protocol); actives 0.98% (n = 190,000); MEF GFP-LC3 puncta imaging; test concentration mostly 10 µM;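 active = percentage of spot-positive cells more than 3 SD above its plate mean, without a fluorescence outlier flag or 80% toxicity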;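 note: spot-positive cell cutoff set from DMSO-treated cells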
MT stabilize HCS: microtubule stabilizers in HeLa cells, primary screen, imaging, high-content imaging. HeLa tubulin immunostaining HCS, 24 h; share of cells brighter than vehicle mean+2SD. actives 0.83% (n = 200,000). % tubulin-high responders, % at 10 µM. AID 2205, 2009;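 active = plate Z-score above 3 for both tubulin-high and condensed-nucleus cell shares, with cell loss under 80%, at 10 µM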;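 note: anti alpha tubulin signal scored within the nucleus-defined area of each cell; some results filed as inactive read as strong as hits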
NOD1 NF-kB reporter: NOD1 signaling inhibitors, primary screen, cell-based, luminescence, uHTS (AID 1578) | NOD1-driven NF-kB luciferase reporter cells, luminescence; higher % means a stronger effect | inhibition, % at 4 µM, or EC50 in µM where a hit was titrated | actives 1% (n = 290,000); in the data active = inhibition mostly above about 36%, no sharp cut-off; inactive = mostly below about 34%;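 note: HEK-293T reporter cells stimulated with the NOD1 agonist gamma-tri-DAP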
NOD2 inhibition: NOD2 signaling inhibitors, cell-based, luminescence, uHTS, HEK293 (AID 1566). HEK293 NOD2/NF-kB luciferase reporter, luminescence; higher % means a stronger effect. inhibition, % at 4 µM; hits with a dose series show EC50 in µM. actives 0.63% (n = 290,000); in the data active = inhibition above about 50%; note: many of its hits are not listed in these tables
Dynein transport: inhibitors of GR-EGFP nuclear translocation, primary screen, dynein cargo transport inhibitor project, imaging, high-content, 3617.4 mouse cells | test concentration mostly 20 µM; stimulated with dexamethasone, 1 µM; hits give low values | z-score, hits read low | actives 0.47% (n = 220,000);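 active = plate z-score of nuclear minus cytoplasmic receptor signal below a set negative limit, without overly bright fluorescence or cell loss, cut at about -3.5 in these data, passing the limit was not always enough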;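 note: z-score of nuclear minus cytoplasmic ring GR-EGFP intensity difference per well; some compounds called inactive have numbers as strong as hits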
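Medium: Induction medium lacking tetracycline, stripped serum | Probe or stimulus: 1.0 µM final dexamethasone stimulus | Schedule: 48 h induction, then 1 h compound, then 30 min agonist, 37 °C | Signal: Automated 10x imaging of fixed Hoechst-stained cells | Evaluation: Per-cell GR-EGFP intensity, nucleus versus surrounding cytoplasmic ring, well-averaged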
Yfh1-off respiration: enhancers of respiration in Yfh1-depleted yeast, dose response, Friedreich's ataxia, plus single-dose screen (AID 1465). actives 0.074% (n = 220,000). fold induction at 50 µM; hits with a dose series show EC50 in µM. S. cerevisiae Yfh1-off respiration, WST-1 reduction, 72 h; higher fold induction means a stronger effect;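 active = fold induction of absorbance versus untreated yeast above a set limit, then at least 30% activation at any dose in follow-up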;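 note: activators that raise dye reduction in frataxin-depleted yeast; strong numbers were not always called active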
Dynein transport cytoplasmic EGFP: recorded beside Dynein transport, whose call it bears; z-score; measured here: cytoplasmic GR-EGFP intensity; hits give high values
Dynein transport nuclear GR-EGFP: recorded beside Dynein transport, whose call it bears; z-score; measured here: nuclear GR-EGFP intensity;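 lower value marks the stronger effect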
Dynein transport cell count: also measured in Dynein transport; calls as there; z-score; measured here: cell count per field
Ins promoter up cell count: further read-out of Ins promoter up, marked with its call; cell count; measured here: cytotoxicity, nuclei count;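 total cells summed across four imaged fields per well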
b-catenin transl cell count 5 µM: recorded beside b-catenin transl, whose call it bears; cell count; measured here: cell count, cytotoxicity flag
MT stabilize HCS Hoechst-high %: second read-out of MT stabilize HCS, no call of its own (marks repeat the call); % Hoechst-high responders; measured here: nuclear condensation Hoechst responders;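 share of cells brighter than vehicle mean plus two SD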
MT stabilize HCS cytotoxicity %: also measured in MT stabilize HCS; calls as there; toxicity, %; measured here: cytotoxicity by cell density;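 0% = mean cell density of plate MIN control wells and 100% = no cells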
Autophagy mod cell loss 18 h: recorded beside Autophagy mod, whose call it bears; toxicity, %; measured here: cell loss, nuclei count;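 cell loss after 18 h compound exposure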
Active calls of the source: *; i = inactive; / = not tested or not shown; + = active, no number. Some of the compounds tested; rates above refer to the full screens.

SMILES,Dynein transport nuclear GR-EGFP,M17LAP inhibition,NOD2 inhibition,MT stabilize HCS cytotoxicity %,MT stabilize HCS,Dynein transport cytoplasmic EGFP,Dynein transport,Autophagy mod cell loss 18 h,Ins promoter up cell count,Autophagy mod,Dynein transport cell count,MT stabilize HCS Hoechst-high %,b-catenin transl cell count 5 µM,Yfh1-off respiration,Ins promoter up,NOD1 NF-kB reporter,b-catenin transl
Cc1cccc(NC(=O)C2CCCN(C(=O)Nc3ccccc3)C2)c1C (stereo not given),-0.45,2%,6%,26,2.8,-0.13,-0.7,1,1273,i,0.64,3.5,1071,i,-0.84,5%,-1.3
O=C(NCc1ccc(Cl)cc1)c1n[nH]c([N+](=O)[O-])c1Cl,0.57,-2%,-45%,3.1,1.8,-0.38,1.2,3,1463,i,-0.34,1.9,1512,i,1.3,-42%,-0.8
O=C1CC(N2CCN(c3ccccc3Cl)CC2)C(=O)N1c1ccccc1 (stereo not given),0.39,4%,7%,7.9,1.5,-0.23,0.31,-1,1324,i,-1.2,1.8,1129,i,1.1,-15%,0.5
O=C1Nc2ccccc2C12Nc1ccccc1S2 (stereo not given),-1.1,-18%,-19%,0.1,3.2,-0.22,-1,-1,1230,i,-0.11,0.6,1103,i,-0.54,-13%,5.3
O=C(NNS(=O)(=O)c1ccc2ccccc2c1)c1cccnc1,-0.44,-1%,10%,7.4,5.1,-0.28,-0.92,-2,1155,i,0.037,2.7,456,i,0.23,3%,-0.3
CCOC(=O)c1c(NC(=O)c2ccco2)sc2c1CCCCC2,-0.14,-12%,24%,8.9,3.2,-0.22,-0.19,-9,937,i,-0.43,1.6,1081,i,-0.58,-7%,-0.3
Cc1ccccc1NC(=O)C1C2/C=C\CCCCC21 (stereo not given),0.0072,8%,-13%,0.2,5.6,-0.22,0.25,-2,1653,i,0.066,1.7,1095,i,0.8,-20%,-1.1
CN1CCN(NC(=O)c2ccc(Cl)c([N+](=O)[O-])c2)CC1,0.33,0%,2%,7.0,2.3,-0.12,0.28,-7,932,i,0.68,1.4,1232,i,-0.38,-20%,-4.9
Cc1ccc(C(=O)OCC(=O)NCC(F)(F)F)cc1C,2.1,29%,8%,12,1.9,-0.2,1.8,11,1314,i,-0.95,2.8,/,i,0.84,-22%,/
CCOc1cccc(CNCCO)c1OCc1ccc(Cl)cc1Cl,0.58,10%,6%,0.1,6.2,0.045,1.5,7,1364,i,-0.31,2.2,1132,i,-1.2,-16%,0.2
O=C(COC(=O)/C=C/c1cccc([N+](=O)[O-])c1)NCc1ccco1,-0.6,18%,17%,6.1,1.6,-0.18,-1.4,2,1422,i,0.78,2.1,1128,i,-0.27,-24%,-2.2
Cc1nnc(NC(=O)CCSc2ccc(Cl)cc2)s1,1.4,-5%,6%,8.9,2.3,-0.31,1.3,8,1485,i,-1.4,4.0,984,i,-0.18,-32%,-0.8
CCN(CC)CCCNC(=O)c1cc2c(-c3ccc(Cl)cc3)nn(C)c2s1,0.71,-66%,8%,6.5,3.9,0.032,0.86,16*,808,+,-0.46,3.0,/,i,0.22,-32%,/
O=C(C1CCCO1)N1CCN(C(=S)NC2CC2)CC1 (stereo not given),0.26,2%,8%,4.3,3.2,-0.32,0.14,23,1556,i,0.16,2.2,1107,i,-0.06,-10%,-2.5
Cc1cccc(C)c1NC(=O)C1NC(=O)CC1c1ccccc1 (stereo not given),0.25,-1%,4%,9.6,3.0,-0.08,-0.0096,-6,907,i,0.066,3.2,/,i,-0.66,5%,/
CCn1cc(C(=O)NC2CCCCC2)c(=O)c2cc(S(=O)(=O)N(C)C)ccc21,0.19,-12%,9%,6.7,6.0,-0.17,-0.16,-14,/,i,-0.44,2.4,1157,i,/,-12%,-2.3
Cc1ccc(-c2nc3ccccc3n3c(C)nnc23)cc1,0.26,-13%,8%,7.2,2.8,-0.018,0.55,2,1557,i,-0.1,2.2,847,i,-0.52,6%,-2.3
COc1cccc(CSc2nc3ccccc3[nH]2)c1,-0.58,8%,-95%,5.4,6.6,-0.18,-0.63,14,1398,i,0.037,2.1,1124,i,0.56,-41%,-2.6
CCOc1ccc(NC(=O)CSc2nc3cccnc3n2CCOC)cc1,-0.31,9%,-1%,3.2,5.0,-0.26,-0.48,8,1776,i,-0.069,1.5,1117,i,0.7,28%,-1.3
CCOC(=O)N1CCC(NC(=O)C2CCN(C(=O)N3CCOc4ccccc43)CC2)CC1,0.75,-6%,1%,8.3,2.2,-0.023,0.16,40,847,i,0.9,1.6,932,i,1.5,13%,-0.3
CCCC1(c2ccccc2)NC(=O)N(CC(=O)Nc2cc(C)on2)C1=O (stereo not given),-0.55,-5%,14%,7.6,2.8,0.061,-1.4,-15,1302,i,0.034,2.6,961,i,-0.38,-20%,-1.3
CNc1cc(C)nc(N2CCOCC2)n1,-0.3,-7%,-8%,/,/,-0.29,-0.055,/,1391,/,0.4,/,1078,i,-0.81,-5%,-3.2
Cn1cccc1CC(=O)NNC(=S)Nc1ccc(Cl)cc1Cl,-0.33,16%,11%,0.7,2.7,-0.099,-0.64,3,1493,i,0.62,2.5,1096,i,-0.2,-22%,-0.5
CS(=O)(=O)N1N=C(c2cccs2)CC1c1ccccc1O (stereo not given),0.38,4%,2%,6.4,2.9,-0.049,-0.18,-11,1511,i,-0.59,1.9,1000,i,1.6,-24%,-1.2
CCN(CC)C(=O)Nc1ccc(C(=O)OC)cc1,-0.31,-4%,6%,6.1,1.4,0.28,-0.54,-7,/,i,-0.058,1.0,1205,i,/,-33%,-7.1
O=C(O)c1cc(NC(=O)C2CCCO2)cc(NC(=O)C2CCCO2)c1 (stereo not given),0.3,-3%,15%,23,1.8,-0.28,0.25,-2,1259,i,0.68,0.4,1116,i,-0.13,/,-1.2
CCN1C(=O)/C(=C2/Sc3ccc(OC)cc3N2C)SC1=Nc1cccc(O)c1,-0.1,5%,-46%,3.7,1.7,-0.19,0.062,18,1090,i,0.45,1.2,1392,i,-1,8%,3.4
O=C(NC(Cc1c[nH]c2ccccc12)C(=O)O)/C(=C/c1ccco1)NC(=O)c1ccccc1 (stereo not given),0.21,23%,-2%,5.1,3.4,-0.32,-0.57,6,1493,i,0.47,4.2,1523,i,0.57,-17%,-0.8
O=C(CN1CCN(S(=O)(=O)c2ccc(Br)cc2)CC1)N/N=C/c1cc([N+](=O)[O-])ccc1Cl,-0.021,4%,3%,4.4,4.5,-0.26,0.38,8,1300,i,0.26,3.2,936,/,-0.28,-13%,-1.5
CCCN(CC1CC1)C(=O)COC(=O)c1ccc2c(c1)C(=O)N(c1ccc(OCC)cc1)C2=O,-0.53,14%,0%,6.8,2.1,-0.16,-0.95,5,1177,i,-0.36,2.2,995,i,0.01,-17%,1.7

Compound profiles (already shown):
`CNc1cc(C)nc(N2CCOCC2)n1` is listed with Dynein transport nuclear GR-EGFP: -0.3; M17LAP inhibition: -7%; NOD2 inhibition: -8%; MT stabilize HCS cytotoxicity %: /; MT stabilize HCS: /; Dynein transport cytoplasmic EGFP: -0.29; Dynein transport: -0.055; Autophagy mod cell loss 18 h: /; Ins promoter up cell count: 1391; Autophagy mod: /; Dynein transport cell count: 0.4; MT stabilize HCS Hoechst-high %: /; b-catenin transl cell count 5 µM: 1078; Yfh1-off respiration: i; Ins promoter up: -0.81; NOD1 NF-kB reporter: -5%; b-catenin transl: -3.2
`CCN1C(=O)/C(=C2/Sc3ccc(OC)cc3N2C)SC1=Nc1cccc(O)c1` is listed with Dynein transport nuclear GR-EGFP: -0.1; M17LAP inhibition: 5%; NOD2 inhibition: -46%; MT stabilize HCS cytotoxicity %: 3.7; MT stabilize HCS: 1.7; Dynein transport cytoplasmic EGFP: -0.19; Dynein transport: 0.062; Autophagy mod cell loss 18 h: 18; Ins promoter up cell count: 1090; Autophagy mod: i; Dynein transport cell count: 0.45; MT stabilize HCS Hoechst-high %: 1.2; b-catenin transl cell count 5 µM: 1392; Yfh1-off respiration: i; Ins promoter up: -1; NOD1 NF-kB reporter: 8%; b-catenin transl: 3.4

(continued)
SMILES,Dynein transport nuclear GR-EGFP,M17LAP inhibition,NOD2 inhibition,MT stabilize HCS cytotoxicity %,MT stabilize HCS,Dynein transport cytoplasmic EGFP,Dynein transport,Autophagy mod cell loss 18 h,Ins promoter up cell count,Autophagy mod,Dynein transport cell count,MT stabilize HCS Hoechst-high %,b-catenin transl cell count 5 µM,Yfh1-off respiration,Ins promoter up,NOD1 NF-kB reporter,b-catenin transl
O=c1cc(O)c2sc3nc(-c4ccccc4)cc(C(F)(F)F)c3c2[nH]1,-0.28,-7%,5%,6.3,3.2,0.033,-1.1,2,1486,i,0.95,2.8,1105,i,1.2,20%,-2.5
Cc1nc2sc(C(c3ccccc3)N3CCOCC3)c(O)n2n1 (stereo not given),0.32,12%,20%,6.4,2.0,-0.26,0.66,7,1096,i,0.73,2.0,1227,i,-0.07,-15%,-0.8
CCOC(=O)c1ccc(NC(=O)COC(=O)c2cccc(Oc3ccccc3)c2)cc1,-0.15,-8%,19%,4.8,2.1,-0.32,0.28,15,1425,i,0.26,2.8,/,i,0.34,-23%,/
C/C(=N\NC(=O)CC#N)c1cc2ccc(O)cc2oc1=O,0.94,-262%,10%,1.8,1.9,-0.23,0.85,21,1488,i,-0.47,1.4,1021,i,-0.39,-23%,-2.3
O=C(C[n+]1ccc(/C=N/O)cc1)N(Cc1ccccc1)Cc1ccccc1,-0.51,4%,12%,4.1,3.5,-0.35,-0.55,40,1317,i,0.36,2.8,1078,i,-0.23,-26%,0.0
